Screens (PubChem BioAssay)
ALOX12 inh: Primary qHTS assay for inhibitors of human arachidonate 12S-lipoxygenase (ALOX12): Round 2; Polyunsaturated fatty acid lipoxygenase ALOX12 (Homo sapiens), P18054; purified 12hLO, xylenol orange hydroperoxide absorbance; Potency, µM (highest dose often 108 µM), for the others: at the highest dose activity change, negative = inhibition, actives largely listed as inhibitors; hit rate 1.1% among 580,000; AID 1671190, 2021; active means well fitted inhibition curve with a large enough effect; inconclusive means small, poorly fitted or top-dose-only effect, or another doubt; inactive means no such curve, though single readings can be large or run the other way
Target sequence (P18054 whole entry, looked up): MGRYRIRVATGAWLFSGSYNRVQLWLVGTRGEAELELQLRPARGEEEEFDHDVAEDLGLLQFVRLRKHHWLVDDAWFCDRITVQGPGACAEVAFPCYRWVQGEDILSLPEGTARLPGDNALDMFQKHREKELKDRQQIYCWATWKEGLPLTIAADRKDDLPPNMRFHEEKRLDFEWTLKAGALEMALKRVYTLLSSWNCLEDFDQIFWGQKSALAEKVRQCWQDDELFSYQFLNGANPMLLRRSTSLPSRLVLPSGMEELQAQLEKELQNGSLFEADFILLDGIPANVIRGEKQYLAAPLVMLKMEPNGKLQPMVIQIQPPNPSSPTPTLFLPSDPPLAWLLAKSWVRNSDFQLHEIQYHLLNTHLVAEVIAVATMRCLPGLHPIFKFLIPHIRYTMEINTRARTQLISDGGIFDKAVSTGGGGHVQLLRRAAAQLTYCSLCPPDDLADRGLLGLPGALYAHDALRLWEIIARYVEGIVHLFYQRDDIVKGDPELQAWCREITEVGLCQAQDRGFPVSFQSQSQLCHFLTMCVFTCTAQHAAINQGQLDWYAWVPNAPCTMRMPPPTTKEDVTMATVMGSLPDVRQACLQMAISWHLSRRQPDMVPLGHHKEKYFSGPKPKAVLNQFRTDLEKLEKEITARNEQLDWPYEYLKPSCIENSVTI
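Hydroperoxide product was detected by ferrous iron/xylenol orange as the 573 to 405 nm absorbance ratio. Arachidonic acid at 40 uM (final) was turned over for 30 min at room temperature by 150 nM human 12hLO, pH 7.0 Hepes buffer, after 15 min compound preincubation.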
Numbers without * were called inactive; u = inconclusive; [ ] = another dose, or the depositor's remark. On the % scale 0 is the no-effect control and ±100 the full control effect; potency means the concentration at half of the fitted maximal effect. An excerpt; the hit share may differ from the screen's.

entry	molecule	ALOX12 inh
1	COC(=O)c1cc(C#N)c(N2CC[C@H](CO)[C@@H](O)C2)nc1C	42%[activator]
2	Cc1nc(SCc2nc(-c3ccc(Cl)cc3)oc2C)[nH]c(=O)c1C	10%
3	CC(C)(C)c1csc(NC(=O)C2CC(=O)N(Cc3ccco3)C2)n1 (stereo not drawn)	4%
4	O=C(NCc1ccc(Cl)cc1)NCC1(c2ccccc2)CC1	0%
5	COCC1CN(C)CC12CCN(Cc1ccc(F)cc1F)CC2 (stereo not drawn)	49%[activator]
6	CCCC(C)NC(=O)c1csc(CC)c1 (stereo not drawn)	30%[activator]
7	CN1CCCCCC1C(=O)NCC1Cc2cc(-c3cnccn3)ccc2O1 (stereo not drawn)	5%
8	CCO[C@H]1COC[C@@H]1NC(=O)c1csc(-c2cccs2)n1	65%[activator]
9	Cc1nc2ccccc2nc1SCC(=O)Nc1ccccc1OC(F)F	u
10	Cc1cn2c(/C=N/O)c(C)nc2s1	46%[activator]
11	CN1CC(=O)N(C2CCNCC2)Cc2c(NCCCO)ncnc21	-8%[6.33 µM]
12	O=C(c1ccccc1)N1CCC(OCC2CC2)C1 (stereo not drawn)	30%
13	Cc1noc(C)c1Cn1c(=O)c2c(ncn2Cc2ccccc2)n(Cc2ccccc2)c1=O	-8%
14	c1ccc(-c2nc(C34CC5CC(CC(C5)C3)C4)cs2)nc1	2%
15	CC1CCN(C(=O)CCc2ncc(-c3c(F)cccc3F)o2)CC1	47%
16	CC(=O)NCC(=O)N1CCC(N2C(=O)C(OCC3CC3)C23CCOCC3)CC1 (stereo not drawn)	55%[activator]
17	O=C(NC1CCCC1)c1ccc(Br)cc1	-6%
18	CCCNc1c(NC(=O)COc2ccc(C)cc2)c(=O)oc2ccccc12	-6%
19	COc1ccc(CN2CC3(CCN(C(=O)Nc4ccc(OC)c(F)c4)CC3)C2=O)cc1	29%
20	Cc1[nH]c2ccccc2c1CCNCc1ccc(C=CC(=O)NO)cc1	u
21	CCCC(=O)Nc1ccc(CNCc2ccc(Br)cc2)cc1	u
22	Cc1cc(Cl)ccc1OCC(=O)NC1CCN(C(C)C)CC1	-42%
23	O=C(Nc1cc(C(F)(F)F)ccc1C(=O)O)c1ccccc1Cl	u
24	OC1(CN2CCN(Cc3cccc(Cl)c3)CC2)CCCNC1 (stereo not drawn)	17%
25	COc1ccc(Nc2nc3ccc(C)cc3n3cnnc23)cc1Cl	u
26	CN1CCN(c2ncnc3ccc(-c4ccoc4)cc23)CC1	-14%
27	O=C(c1ccc[nH]c1=O)N1CCC2(CC1)NC(=O)N(Cc1ccc(Cl)cc1)C2=O	-1%
28	CCC1CCCCN1C(=O)CN1C(=O)N(c2c(C)cccc2C)S(=O)(=O)c2ccccc21 (stereo not drawn)	0%
29	Ic1nc[nH]c1I	-7%
30	O=C(c1ccco1)N1CC(Oc2ccc(-c3nc(-c4ccccc4)no3)cc2)C1	7%
31	Cc1cccc(NC(=S)NNC(=O)c2cccc(C)c2)c1	u
32	Cc1ccc(N)c(OCc2ccccc2)c1	4%
33	COC(=O)C1=CN(CC(=O)Nc2cccc(OC)c2)S(=O)(=O)N=C1C	u
34	COCC(=O)Nc1cc(C(=O)N2CC3(C)CC2CC(C)(C)C3)c2c(c1)nc(-c1ccncc1)n2C (stereo not drawn)	6%
35	COc1ccc(-c2cc(C(=O)NCc3cccnc3)c3c(c2)N(C)CCO3)cc1OC	14%[176 µM]
36	O=S(=O)(N[C@H]1[C@H](O)[C@H](O)C[C@@H]1c1cncnc1)c1ccc(Cl)cc1	-2%[176 µM]
37	Cc1c(C(=O)N(C)C2CCOC2)cnn1-c1ncc2c(n1)-c1ccccc1CCC2 (stereo not drawn)	6%
38	CSC(C)C(=O)NC(C)c1ccccc1Br (stereo not drawn)	7%
39	CCCN(CC1CCOC1)S(=O)(=O)c1cc(F)ccc1OC (stereo not drawn)	21%
40	O=C([C@@H]1C[C@H](Oc2ccccc2)CN1C(=O)COc1ccc(F)cc1)N1CCCC1	27%
41	O=c1c2ccccc2cnn1CN1CCN(S(=O)(=O)c2c(Cl)cccc2Cl)CC1	44%[activator]
42	COc1ccc(/C=C/CN2CCN(Cc3ccccc3)CC(O)C2)cc1 (stereo not drawn)	4%
43	Cn1c(=O)c2ccccc2n(CC(=O)Nc2ccc(Cl)cc2F)c1=O	u
44	O=C(Cc1cccc(F)c1)N1CCC2(CC1)NCCc1c2[nH]c2ccccc12	1%
45	O=C(C(=O)N1CCN(C(=O)c2cc3ccccc3[nH]2)CC1)N1CCCC1	23%
46	CCOC(=O)c1[nH]c2ccccc2c1NC(=O)CN(CC)CC	11%
47	CC(=O)N1CCN(Cc2cc(F)ccc2Cl)CC(O)C1 (stereo not drawn)	-4%
48	Cc1ccc(-c2noc(-c3ccc(Br)o3)n2)s1	u
49	CCc1ccc2nc(-c3ccncc3)cc(C(=O)O)c2c1	u
50	CCc1c(C)sc(NC(=O)/C=C/c2ccc(F)cc2)c1C#N	u
51	Cc1cc(-c2cc3c(cn2)CN(Cc2cccc(F)c2)CCN3)ccn1	6%[176 µM]
52	c1ccc(N2CCCC(c3nccn3Cc3ccncc3)C2)nc1 (stereo not drawn)	23%
53	CN(C)c1cc(=O)c2ccnc(-c3ccccc3F)c2o1	-18%[176 µM]
54	COc1ccccc1-c1nc(N2CCOCC2)cc2c1CN(c1ccccc1)C2=O	6%[176 µM]
55	CN(C)c1cc(=O)c2ccnc(-c3ccc(N4CCOCC4)cc3)c2o1	-1%[176 µM]
56	Cc1cccc(NC(=O)CNC(=O)c2nccnc2N)c1C	-26%
57	Cc1ccc(-c2noc([C@@H]3C[C@H](NS(=O)(=O)c4ccccc4)CN3C)n2)cc1	u
58	c1ccc2c(c1)OCC(CSc1nnnn1C1CCCC1)O2 (stereo not drawn)	-6%
59	O=C(Nc1cccc(CN2CCOC2=O)c1)N1CCCCCCC1	12%
60	CNc1c(NS(=O)(=O)c2cc(C)cc(C)c2)c(=O)oc2ccccc12	8%

New compounds follow:
entry	molecule	ALOX12 inh
61	CSc1cccc(NC(=O)c2cccc(C)c2)c1	u
62	CCn1c(C)cc(C(=O)CSc2nc3cc(S(N)(=O)=O)ccc3n2C)c1C	6%
63	COc1ccccc1N1CCCc2ncc(C(=O)NCCOc3ccccc3)cc21	4%[176 µM]
64	CNC(=O)[C@@H]1CN(C(=O)c2cnc(C)cn2)C[C@H]1c1n[nH]c(C)n1	32%
65	O=C(Cn1ncnn1)N1CCN(Cc2cnc[nH]2)CC(O)C1 (stereo not drawn)	46%[activator]
66	C=CCOc1cccc(CNCC)c1	5%
67	CCOC(=O)c1nnn(C(CC)C(=O)Nc2cc(OC)ccc2OC)c1C(=O)OCC (stereo not drawn)	-19%
68	Cc1ccc(C2c3c(n[nH]c3C)C(=O)N2c2ccccc2)cc1 (stereo not drawn)	5%
69	COC(=O)N(C)CC(=O)NC1CCCCCC1	-22%
70	Cc1cc(C)cc(C(=O)NC(C)C(=O)N2CCC3(CC2)NCCc2[nH]cnc23)c1 (stereo not drawn)	6%
71	N#CCCn1c(=O)cnc2cnc(OCc3ccccc3)nc21	u
72	CCc1ccc(S(=O)(=O)N2CCN(C3CCN(CCC(C)C)C3=O)CC2)cc1 (stereo not drawn)	u
73	CN(Cc1cccc(-c2nn[nH]n2)c1)C(=O)C1CCCN(CC(N)=O)C1 (stereo not drawn)	u
74	NC(=O)Cc1c[nH]c2ncc(-c3cccc(C(F)(F)F)c3)cc12	15%[176 µM]
75	COCc1cn(C[C@H]2C[C@@H](NCc3cccc4c3OCO4)[C@H](O)[C@@H]2O)nn1	3%
76	CCCCC(=O)NCCCCNC(=O)CCCC	-16%
77	CC(C)C(C)(C#N)NC(=O)CN(C)CC1CCCCC1 (stereo not drawn)	-8%
78	COc1ccc(CC(=O)N2CCC(Cc3nc(-c4ccccc4)no3)CC2)cc1OC	54%[activator]
79	CCOc1nc2ccccc2nc1N1CCC(C(=O)Nc2cccc(CC)c2)CC1	-17%
80	c1ccc(-c2ccc(CN[C@H]3CO[C@H]4[C@@H]3OC[C@@H]4n3cc(CC4CCCCC4)nn3)cc2)cc1	60%[activator]
81	COc1ccc(Nc2nc3ccccc3nc2NS(=O)(=O)c2ccc(C)cc2)cc1Cl	-4%
82	O=C(Cn1nnc(-c2ccccc2)n1)N1CCC(c2nc3ccccc3s2)CC1	40µM*
83	Cc1cccc(Cn2c(Sc3nncn3C)nc3c2c(=O)[nH]c(=O)n3C)c1	14%
84	O=C1CCCC2=C1C(c1ccc(Cl)cc1)C1=C(CCCC1=O)O2	u
85	Cc1cc2ccccc2n1CC(=O)N1CCC(C(N)=O)CC1	-10%
86	Cc1cc(Cl)ccc1NC(=O)N1CCCC(Cn2cnc3cccnc32)C1 (stereo not drawn)	42%[activator]
87	O=C1COC[C@H]([C@H](O)c2ccc(NC(=O)c3ccccc3)cc2)N1	-13%[176 µM]
88	COc1ccc(Cl)cc1N(CC(=O)N1CCN(C)CC1)S(=O)(=O)c1ccccc1	45%[activator]
89	O=C(Nc1ccc(N2CCOCC2)c(Cl)c1)c1ccc2c3c(cccc13)CC2	-16%
90	CSc1ccccc1NC(=O)c1cnn2c(C(F)(F)F)cc(-c3cccs3)nc12	u

Ordered by the number under ALOX12 inh (high to low): five from the list above.
entry	molecule	ALOX12 inh
24	OC1(CN2CCN(Cc3cccc(Cl)c3)CC2)CCCNC1 (stereo not drawn)	17%
30	O=C(c1ccco1)N1CC(Oc2ccc(-c3nc(-c4ccccc4)no3)cc2)C1	7%
44	O=C(Cc1cccc(F)c1)N1CCC2(CC1)NCCc1c2[nH]c2ccccc12	1%
28	CCC1CCCCN1C(=O)CN1C(=O)N(c2c(C)cccc2C)S(=O)(=O)c2ccccc21 (stereo not drawn)	0%
27	O=C(c1ccc[nH]c1=O)N1CCC2(CC1)NC(=O)N(Cc1ccc(Cl)cc1)C2=O	-1%

Continuation:
entry	molecule	ALOX12 inh
91	NC(=O)CCN1CCc2onc(-c3ccccc3F)c2C1	46%[activator]
92	S=C(NC1CCCCC1)N[C@H]1CO[C@H]2[C@@H]1OC[C@@H]2n1nnnc1Oc1ccc2c(c1)OCO2	u
93	CCOC(=O)N1CCC(N2CCCCC(N)C2)CC1 (stereo not drawn)	41%[activator]
94	O=C(CCc1ncc(-c2ccccc2)o1)NCc1ccc(C(=O)N2CCCC2)cc1	9%
95	CC(=O)N1CCC([C@@H]2CN(C(=O)CCCc3ccccc3)C[C@H]2CO)CC1	5%
96	Cn1cc(C(=O)NC2CCN(S(C)(=O)=O)CC2)c2ccccc21	-31%
97	COC(=O)C1=C(C)N=C2SC=C(CC(=O)NCC3CCCO3)N2C1c1ccccc1OC (stereo not drawn)	30%
98	CCCNc1c(NC(=O)Nc2ccc(F)cc2F)c(=O)oc2ccccc12	-7%
99	CN(C)c1cccc(-c2ncc3c(n2)OCCN(c2ccccc2)C3=O)c1	-21%[176 µM]
100	COc1ccc(OC)c(NC(=O)Cn2c(-c3ccc(F)cc3)nc(C)cc2=O)c1	-3%
101	COc1ccc(CC(/C=C/c2ccc(F)cc2)c2ccccc2)cc1 (stereo not drawn)	4%
102	Cc1nnc(-c2cc(-c3ccc(N4CCOCC4)cc3)ccn2)n1Cc1ccccc1	21%[176 µM]
103	CCSc1ccc2cc(C(=O)O)[nH]c2c1	u
104	COc1cc(OC)cc(C(=O)N2CCC(c3n[nH]c(=O)n3-c3ccc(C)cc3)CC2)c1	5%
105	O=C(N/N=C/c1ccccc1)c1ccc[n+]([O-])c1	-52%
106	O=C1CSc2ccc(C(=O)Nc3cccc4ccccc34)cc2N1	6%
107	CCCN1CCN(CCCNc2nc(-c3ccc(OC)cc3)nc3ccccc23)CC1	14%
108	O=C(O)COCC(=O)N[C@H]1CCN2C(=O)c3cc(-c4ccc(Cl)cc4)ccc3NC(=O)[C@H]12	-5%
109	O=C(NC1CCCC1)C1C(c2ccccc2)=Nc2ccccc2N1C(=O)c1ccc(C(F)(F)F)cc1 (stereo not drawn)	u
110	O=C(CCCc1nc2ccccc2s1)NC1CCCC1	u
111	O=C(NC[C@H]1Cn2cc(-c3ccccc3)nc2CO1)Nc1ccc(F)cc1	31%[176 µM]
112	Cc1cccc(C)c1NC(=O)CNC(=O)CCc1ncc(-c2ccc(F)cc2F)o1	-4%
113	COCC(=O)N[C@@H]1CN(Cc2ccc(C)s2)CC[C@@H]1c1n[nH]c(C)n1	90%[activator]
114	CCCn1cc(C(=O)NC(C)c2cnn(-c3cccc(F)c3)c2C)c(C)n1 (stereo not drawn)	u
115	COCCn1c(SCC(=O)c2ccc(C3CCCCC3)cc2)nnc1-c1ccc(Cl)cc1	1%
116	CCn1nnc2cc(C(=O)Nc3nc(-c4ccc5c(c4)CCC(=O)N5)cs3)ccc21	u
117	CCC(NC(=O)c1cnc(-c2ccccc2)nc1-c1ccncc1)c1ccc(OC)cc1 (stereo not drawn)	-17%
118	COC(=O)[C@@H]1CCCN1C(=O)c1c(OC)cc(=O)n2c1CCN(Cc1ccc3c(c1)CCO3)CC2	13%
119	COc1cccc(N=C2NN=C(c3ccc4c(c3)CC(C)N4S(C)(=O)=O)CS2)c1 (stereo not drawn)	-14%

Retrieved by structure from the list above (six):
entry	molecule	ALOX12 inh
57	Cc1ccc(-c2noc([C@@H]3C[C@H](NS(=O)(=O)c4ccccc4)CN3C)n2)cc1	u
118	COC(=O)[C@@H]1CCCN1C(=O)c1c(OC)cc(=O)n2c1CCN(Cc1ccc3c(c1)CCO3)CC2	13%
87	O=C1COC[C@H]([C@H](O)c2ccc(NC(=O)c3ccccc3)cc2)N1	-13%[176 µM]
75	COCc1cn(C[C@H]2C[C@@H](NCc3cccc4c3OCO4)[C@H](O)[C@@H]2O)nn1	3%
55	CN(C)c1cc(=O)c2ccnc(-c3ccc(N4CCOCC4)cc3)c2o1	-1%[176 µM]
44	O=C(Cc1cccc(F)c1)N1CCC2(CC1)NCCc1c2[nH]c2ccccc12	1%
